# RAD52 anneal inh = blocks human RAD52 DNA annealing; P43351; recombinant RAD52 DNA annealing, FRET fluorescence; actives 0.46% (n = 360,000); inhibition, % at 18.7 µM;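 active = every replicate showing at least 50% inhibition; inconclusive = mean inhibition at least 50% but not in every replicate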
# ERAP1 inh = blocks human ERAP1 aminopeptidase activity. recombinant ERAP1, Leu-AMC fluorescence, 60 min. inhibition, % at 10.7 µM. actives 0.15% (n = 340,000). AID 652197;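 active = mean replicate inhibition of at least 30%, or all replicates individually reaching that 30% level; inactive = mean below 30% and not every replicate reaching it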;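 note: 0% = neutral control wells and 100% = L-leucinethiol positive control wells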
# ERp5 inh = blocks human ERp5 reductase activity on insulin. ERp5 insulin aggregation, absorbance 650 nm, 90 min. inhibition, % at 9.99 µM. actives 0.05% (n = 350,000). AID 651711;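 active = mean replicate inhibition above about 25%, with every replicate also reaching it, limit read from the data, passing the limit was not always enough; inconclusive = only one of those two criteria met; inactive = neither criterion met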
# S100A4 inh HTS = inhibitors of human S100A4 binding to myosin IIA peptide; P26447; actives 0.14% (n = 360,000); S100A4/TAMRA-MyoIIA peptide fluorescence polarization; inhibition, % at 10.7 µM;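 active = mean inhibition of at least 70% across replicates, with every replicate also reaching that level; inconclusive = mean inhibition reaches 70% but some replicates fall short; inactive = mean inhibition below 70%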
# Target sequence (P26447 whole entry, looked up): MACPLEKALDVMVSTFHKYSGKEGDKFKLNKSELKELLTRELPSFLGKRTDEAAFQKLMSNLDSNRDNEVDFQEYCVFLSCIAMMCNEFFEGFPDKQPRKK
#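 Test system: S100A4 monomer protein. Medium: HEPES buffer with Ca2+, pH 7.2. Reagent: fluorescent myosin IIA peptide, 5 nM. Compound dosing: single-point compound testing. Timing: 5 min between mix addition and reading. Benchmarks: DMSO neutral and TFP positive wells.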
# E-selectin induc = E-selectin induction on HUVECs; P16581; HUVEC E-selectin immunofluorescence imaging; normalized: neutral wells 0, TNF-alpha wells 100; activation, % at 7.58 µM; actives 0.37% (n = 260,000);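 active = mean E-selectin-positive cell signal at least 10% of the positive control, reached in at least 60% of replicates, without over 20% cell loss; inconclusive = no rule given, readout overlaps actives, possibly toxicity-flagged; inactive = the rest, including those meeting only one limit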;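 note: in these data hits start at about 27%; measured in HUVEC primary endothelial cells; signal is the percent of cells scored E-selectin positive by PE staining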
#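 Material: HUVEC primary endothelial cells; Amount: 3,000 cells per well; Dosing: single concentration; Medium: EGM-2 growth medium on 0.1% gelatin-coated wells; Read-out basis: percent E-selectin-positive cells; Signal: immunofluorescence imaging; Control set: TNF-alpha, DMSO.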
# Xi reactivation = X-chromosome reactivation activator. XiGFP mouse fibroblasts, % GFP-positive cells imaging, 3 d; cells co-treated with 5-aza-dC sensitizer; scaled so ellipticine positive control = 100%. activation, % at 7.58 µM. actives 0.055% (n = 360,000). AID 743238;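 active = mean normalized replicate activation at least 10% and every replicate at or above 10%; inconclusive = only one of the two criteria met; inactive = mean below 10% and not all replicates reach 10%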;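 note: 0% = median of on-plate neutral control wells and 100% = ellipticine 6 µM median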
#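 Assay system: SV40-immortalized XiGFP fibroblast cells, line 68-5-11; buffer or medium: DMEM plus 5-aza-dC sensitizer; compound: one concentration, pinned; timing: compounds 3 days, fix/stain 15 min at room temperature; benchmarks: positive control ellipticine, 6 µM final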
# RAD54 inh = blocks human RAD54 Holliday junction branch migration; Q92698; FAM/BHQ fluorescence; inhibition, % at 10.4 µM; actives 0.14% (n = 360,000);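 active = mean normalized replicate activity at least 40 and at least half of replicates scoring 40 or more; inconclusive = only one of the two criteria met; inactive = mean below 40 and under half of replicates reaching 40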;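 note: 0% = median of neutral control wells and 100% = median of positive control wells; inhibitors cause a drop in the FAM fluorescence signal; in these data hits start at about 50%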
# Target sequence (Q92698 whole entry, looked up): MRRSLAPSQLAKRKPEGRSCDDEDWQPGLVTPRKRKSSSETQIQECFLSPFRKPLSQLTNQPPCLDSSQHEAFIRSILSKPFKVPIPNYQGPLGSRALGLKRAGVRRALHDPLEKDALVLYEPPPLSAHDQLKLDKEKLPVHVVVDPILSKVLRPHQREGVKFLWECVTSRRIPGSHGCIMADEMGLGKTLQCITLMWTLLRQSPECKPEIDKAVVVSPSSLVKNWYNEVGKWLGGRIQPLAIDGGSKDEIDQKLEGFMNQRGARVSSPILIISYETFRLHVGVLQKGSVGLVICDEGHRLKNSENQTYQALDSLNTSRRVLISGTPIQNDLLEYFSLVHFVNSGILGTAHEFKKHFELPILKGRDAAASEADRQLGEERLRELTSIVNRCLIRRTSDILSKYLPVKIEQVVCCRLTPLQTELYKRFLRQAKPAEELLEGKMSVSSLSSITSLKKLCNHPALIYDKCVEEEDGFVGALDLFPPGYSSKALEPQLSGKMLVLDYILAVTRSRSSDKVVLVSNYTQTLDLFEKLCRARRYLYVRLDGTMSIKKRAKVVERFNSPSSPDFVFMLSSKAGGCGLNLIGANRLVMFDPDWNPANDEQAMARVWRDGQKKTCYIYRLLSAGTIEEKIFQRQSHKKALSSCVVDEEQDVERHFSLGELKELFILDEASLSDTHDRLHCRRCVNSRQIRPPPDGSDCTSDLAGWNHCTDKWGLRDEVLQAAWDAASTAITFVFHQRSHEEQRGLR
# esBAF inh = SWI/SNF esBAF complex inhibition; mouse ES cells, Bmi1-luciferase knock-in reporter, 24 h; 100% = twice the neutral-well signal; reporter increase, % at 12.5 µM; actives 2% (n = 350,000); in the data active = activation above about 40%; inconclusive = no clear call, values can overlap the other calls;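 note: 0% = median of the plate's neutral control wells and 100% = double that signal; a rise in the Bmi1 reporter signal indicates esBAF inhibition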
# An asterisk follows results filed as active; i = inactive; ? = inconclusive; . = not tested or not shown; & = joins results of further samples.
SMILES,RAD52 anneal inh,ERAP1 inh,ERp5 inh,S100A4 inh HTS,E-selectin induc,Xi reactivation,RAD54 inh,esBAF inh
COc1ccc(-c2cc(=NCCCCCC(=O)O)c3cc(C)ccc3o2)cc1,32&34,-33&-57,4&3,5&16,-0.1&3.4,0.2&0.1,.,.
CC1([N+](=O)[O-])COP(=O)(Nc2ccc(F)cc2)OC1 (configuration not stated),-6,-3,-6,22,0.2,0.4,.,.
CC(C)C(O)(C(=O)OCC1=CCN2CCC(O)C12)C(C)O (configuration not stated),1,1,-1,2,.,.,-11,6
COC(=O)[C@H]1[C@H](CO)[C@H]2Cn3c(ccc(-c4cncnc4)c3=O)[C@@H]1N2S(=O)(=O)c1ccccc1C,4,1,10,0,-0.3,0.1,-3,-4
COc1ccc(-c2n(-c3ccccn3)c3ccccc3[n+]2-c2ccccn2)cc1,-11,14,-1,2,-0.3,0.0,-1,15
CCCC[N+]1(C)[C@@H]2CC(OC(=O)[C@H](CO)c3ccccc3)C[C@H]1[C@@H]1O[C@@H]12 (some centres not stated),-11,-7,-2,-15,0.4,0.1,7,-1
O=c1[nH]c(O)c(/C=C2\C=NN=C2c2ccccc2)c(=O)[nH]1,-40,0,7,-3,.,.,.,1
N#Cc1c(/N=C/C2C(=O)NC(=S)NC2=O)sc2c1CCCC2,-201,8,4,-94,1.7,-0.1,3,-1
COc1cc(CN2CCCC(C(=O)c3sccc3C)C2)cc(Cl)c1O (configuration not stated),-8,-4,-1,7,-0.1,-0.1,.,.
CCOC(=O)C1(c2ccccc2)CCN(CCC(=O)Nc2cccc(Br)c2)CC1,36,1,1,-1,-0.1,0.0,6,.
CCN(CC)S(=O)(=O)N1CCC(C(=O)N2CCC3(CC2)OCCO3)CC1,-7,-2,-3,-1,.,0.1,5,0
O=C(O)c1ccc(N=Cc2c(O)n(Cc3ccc(F)cc3)c(=O)[nH]c2=O)cc1,-43,.,0,-3,1.8,0.3,-10,4
O=c1[nH]c(=O)n(Cc2ccccc2)c(O)c1/C=C1\C=Nc2ccccc21,-334,1,1,3,6.9,0.3,.,.
O=C(Cc1cccnc1)N1CCCCN2[C@H](C1)[C@H](c1ccc(C#CC3CC3)cc1)[C@@H]2CO,13,0,0,-4,.,.,-12,.
CC[C@@H](O)C[C@H]1CCC[C@@]2(C[C@@H]3OC(=O)/C=C/[C@@](C)(O)[C@@H](O)[C@H](C)[C@@H](O)[C@H](OC4CCC(N(C)C)C(C)O4)[C@@H](O)[C@](C)(O)CCCCC/C=C/[C@@H]4CC(C)(C)O[C@@]4(O)C[C@H](O2)[C@H]3C)O1 (some centres not stated),31,-1,-2,2,-0.3,0.2,.,.
CCn1ccnc1CN1CCCC(C(=O)c2cc(C)c(OC)c(C)c2)C1 (configuration not stated),-7,-3,-5,-3,0.0,-0.3,-4,7
O=C1NC(=S)N(c2ccccc2)C(=O)C1C(c1ccncc1)C1C(=O)NC(=S)N(c2ccccc2)C1=O (configuration not stated),-24,3,-44,-7,.,0.1,.,.
CC[C@]12CCN(CC3(O)CC3)[C@H](Cc3ccc(O)cc31)C2(C)C,-22,-8,-3,-2,.,.,.,.
Cc1cc(C(=O)CN2CCCC2)c(C)n1-c1ccc(F)cc1,-9,-1,-5,-3,1.1,0.1,-10,.
COC(=O)[C@@H]1[C@@H](CO)[C@@H]2Cn3c(ccc(C4=CCCC4)c3=O)[C@H]1N2CC1CCCC1,-18,-4,-2,-4,-0.3,0.1,.,.
N=C1c2ccccc2CN1c1cccc([N+](=O)[O-])c1,-4,-4,-3,-5,0.3,0.2,.,.
CC(C)(C)P(=O)(c1ccncc1)N1CCCC1 (configuration not stated),-9,-1,?,-1,.,.,-4,-11
CSc1nc(Cl)c(Br)c(N2CC2)n1,19,-1,4,5,0.5,0.1,-4,-1
CN1CCN(c2c(F)cc([N+](=O)[O-])c(N)c2Br)CC1,1,2,-2,-2,0.0,0.0,15,9
CCOc1ccccc1CN1CCCC(C(=O)c2cc(F)ccc2F)C1 (configuration not stated),-5,1,0,-4,.,-0.2,2,-3

# Random excerpt: 6 entries already listed
SMILES,RAD52 anneal inh,ERAP1 inh,ERp5 inh,S100A4 inh HTS,E-selectin induc,Xi reactivation,RAD54 inh,esBAF inh
CCOc1ccccc1CN1CCCC(C(=O)c2cc(F)ccc2F)C1 (configuration not stated),-5,1,0,-4,.,-0.2,2,-3
Cc1cc(C(=O)CN2CCCC2)c(C)n1-c1ccc(F)cc1,-9,-1,-5,-3,1.1,0.1,-10,.
N=C1c2ccccc2CN1c1cccc([N+](=O)[O-])c1,-4,-4,-3,-5,0.3,0.2,.,.
O=C1NC(=S)N(c2ccccc2)C(=O)C1C(c1ccncc1)C1C(=O)NC(=S)N(c2ccccc2)C1=O (configuration not stated),-24,3,-44,-7,.,0.1,.,.
O=C(Cc1cccnc1)N1CCCCN2[C@H](C1)[C@H](c1ccc(C#CC3CC3)cc1)[C@@H]2CO,13,0,0,-4,.,.,-12,.
CSc1nc(Cl)c(Br)c(N2CC2)n1,19,-1,4,5,0.5,0.1,-4,-1

# Further records
SMILES,RAD52 anneal inh,ERAP1 inh,ERp5 inh,S100A4 inh HTS,E-selectin induc,Xi reactivation,RAD54 inh,esBAF inh
CC1([N+](=O)[O-])COP(=O)(Nc2ccccc2F)OC1 (configuration not stated),-13,-4,5,-6,0.0,0.3,.,.
CC(C)(C)N1CC(C(=O)c2ccccc2)C1c1ccccc1 (configuration not stated),-3,2,-5,-2,-0.2,0.1,.,.
c1ccc(N2Cc3ccccc3-n3nncc3C2)nc1,-5,-1,4,0,-0.1,0.6,4,6
COc1ccc(N2C(=O)NC(=O)/C(=C\c3ccc([N+](=O)[O-])s3)C2=O)cc1,i,6,-3,-30,.,0.0,.,.
O=[N+]([O-])/C=C1\NCCN1Cc1ccc(Cl)nc1,-8&-6,2&0,-1&2,0&-1,.,0.4&0.5,-3,-2&-5
O=S(=O)(c1cccc2ccccc12)N1Cc2ccccc2-n2nncc2C1,-2,1,3,3,-0.5,-0.1,.,11
CCOc1ccc2nc(N=Nc3c(O)[nH]c(=O)[nH]c3=O)sc2c1,-14,0,2,1,.,-0.7,4,-9
CCCCCCC[n+]1ccc(-c2cc[n+](CCCCCCC)cc2)cc1,-11,13,8,-9,.,1.2,5,.
CC(=O)N1N=C2C3CCN(CC3)C2C1c1ccc(C)cc1 (configuration not stated),-8,3,2,3,3.9,0.1,6,3
CN1C(=O)c2ccccc2NC(=O)C1Cc1ccccc1 (configuration not stated),-5,.,-2,2,.,.,-1,3
O=C(Cc1ccccn1)N1CC2(C1)[C@H](c1ccccc1)[C@H](CO)N2Cc1ccccn1,-106,8,0,2,-0.1,0.0,.,.
COc1ccc(-n2nc(C(=O)NCC(=O)N3CCC4(CC3)OCCO4)c3ccccc3c2=O)c(OC)c1,-13,-2,0,-17,.,.,-14,22
COc1cc(CC2(CCc3ccncc3)C(=O)NC(=O)NC2=O)cc(OC)c1OC,-3,-4,8,-6,.,0.1,.,.
CC1C=CCCC12C(=O)NC(=O)NC2=O (configuration not stated),0,-1,5,-1,-0.1,-0.1,.,.
Cc1cc(Oc2ccc(C(F)(F)F)cc2[N+](=O)[O-])c2c3c(c(=O)oc2c1)CCCC3,-5,-1,3,4,.,0.1,.,.
Oc1ccc(Cl)c(Cl)c1,-5,3,0,3,.,.,-3,6
COC(=O)C1=C(c2ccc(Cl)c(C(F)(F)F)c2)C[C@@H]2CC[C@H]1N2C,-21,-1,-3,-25,0.6,-0.1,-8,-1
COc1cc(O)cc2c1C(=O)O[C@@H](C)CCCC(=O)CCCCC2,-12,-1,2,-10,0.1,0.0,-53,0
O=C(CN1CC(c2ccccc2)CC1=O)NCc1ccc(F)cc1 (configuration not stated),-11,1,3,-2,1.4,0.2,1,3
Cn1cc(C(=O)NC2CC2)c2ccccc21,0,-1,3,-4,.,.,-6,-6
COc1ccc2c(c1)[nH]c1c(C)nccc12,29,2,1,-1,1.7,0.1,71*,-23
CCC12CCN(CC3(O)CC3)C(Cc3ccc(O)cc31)C2(C)C (configuration not stated),-4,-4,2,-1,.,.,.,.
CCOP(=O)(OCC)C(NC(=O)CN1C(=O)c2ccccc2S1(=O)=O)C(Cl)(Cl)Cl (configuration not stated),5,-3,1,6,4.8,0.1,.,.
Cc1ccc(CC(=O)N2CCN(C)CC2)cc1,-8,-3,-3,3,.,0.0,2,2
COC(=O)C1=C(c2ccc(S(C)(=O)=O)cc2)C[C@@H]2CC[C@H]1N2C(=O)NCc1ccccc1,-3,2,5,-1,0.0,0.1,4,5

# 2 successive entries from above, quoted:
SMILES,RAD52 anneal inh,ERAP1 inh,ERp5 inh,S100A4 inh HTS,E-selectin induc,Xi reactivation,RAD54 inh,esBAF inh
COc1ccc(-c2cc(=NCCCCCC(=O)O)c3cc(C)ccc3o2)cc1,32&34,-33&-57,4&3,5&16,-0.1&3.4,0.2&0.1,.,.
CC1([N+](=O)[O-])COP(=O)(Nc2ccc(F)cc2)OC1 (configuration not stated),-6,-3,-6,22,0.2,0.4,.,.

# Next part.
SMILES,RAD52 anneal inh,ERAP1 inh,ERp5 inh,S100A4 inh HTS,E-selectin induc,Xi reactivation,RAD54 inh,esBAF inh
c1ccc(C2CC2)c(OCC2=NCCN2)c1,4,0,-5,1,0.9,-0.3,-4,-1
CC(C)OP(=O)(O)NC(=O)c1ccccc1,-15,5,-3,2,5.4,0.3,.,.
Nc1c(Br)cc2c3c(cccc13)-c1ccccc1-2,-19,0,16,1,0.9,27*,.,.
O=C1CN=C(c2ccccc2)c2cc(Cl)ccc2N1,-9,-4,3,-4,.,.,13,-4
COC(=O)C1=C(c2ccccc2OCc2ccccc2)C[C@@H]2CC[C@H]1N2C(=O)NCc1ccccc1,-40,-3,14,-1,0.0,0.1,-12,-8
Cc1ccc(OC(=O)N(C)C[C@H]2OCc3ccccc3-c3c(n(C)c4ccccc34)C(=O)N([C@@H](C)CO)C[C@@H]2C)cc1,-7,-1,8,-2,2.4,1.4,.,.
C[C@H](O)[C@H]1CC[C@H]2[C@@H]3CCC4=CC(=O)CC[C@]4(C)[C@H]3CC[C@]12C,-1,-1,-4,2,-0.1,0.0,8,-1
C#C[C@]1(O)CCC2C3CCC4=C/C(=N/OCC(=O)NC(C)C(=O)NC(CCSC)C(=O)O)CC[C@]4(C)C3CC[C@@]21C (some centres not stated),-22,0,2,-2,-0.3,0.0,12,-4
C[C@]12CC[C@H](O)CC1=CC(=O)C1C2CC[C@]2(C)C(=O)[C@H](O)CC12 (some centres not stated),-12,-5,0,0,-0.1,0.4,6,5
CC12CCC3C(CC=C4CC5(CCC43C)OCCO5)C1CCC2=O (configuration not stated),-2,2,-1,-2,0.9,0.0,-6,4
CSc1nc2ccccc2c(=O)n1-c1cccnc1,-24,.,7,1,1.2,0.2,.,.
Cn1c(O)c(C=NCCN2CCNCC2)c(=O)[nH]c1=O,-16,2,0,-15,1.8,-0.1,6,.
Nc1cc(Cl)cc(Cl)c1,-1,4,-3,-3,.,.,0,-2
Cc1ccc(CN2Cc3ccc(Br)cc3-n3nncc3C2)cc1,-1,0,12,0,1.0,.,6,-6
COc1ccc(NP2(=O)OCC(C)(N)CO2)cc1 (configuration not stated),-6,0,0,1,1.3,0.3,.,.

# Assay outcomes (PubChem BioAssay)

# A portion of the library; count on the stated rates, not on these rows.
